Screening data from PubChem.
Growth percent in the NCI-60 one-dose screen (48 h, 10 µM unless noted): 100 = growth as untreated, 0 = no growth, -100 = all killed.
NCI-H460: NCI-H460 lung cancer; actives 6.8% (n = 82,000)
COLO 205: COLO 205 colon cancer; actives 7.3% (n = 79,000)
SK-OV-3: SK-OV-3 ovarian cancer cells; actives 3.2% (n = 80,000)
NCI-H522: NCI-H522 lung cancer | actives 8% (n = 78,000)
NCI-H226: NCI-H226 lung cancer. actives 3.5% (n = 79,000)
NCI-H322M: NCI-H322M lung cancer; actives 2.7% (n = 80,000); AID 1794733
NCI-H23: NCI-H23 lung cancer. actives 4% (n = 80,000). AID 1794731
NCI/ADR-RES: NCI/ADR-RES ovarian cells | AID 1794790 | actives 4.4% (n = 81,000)
IGROV1: IGROV1 ovarian cancer; actives 4.7% (n = 79,000)
* = called active by the depositor; . = no result given; & = joins results of further samples; ! = a repeat was not active. Rule for the calls: active = growth percent below 10; inactive = the rest.

Screens in order – NCI-H23	NCI-H460	IGROV1	NCI-H322M	NCI/ADR-RES	SK-OV-3	NCI-H226	COLO 205	NCI-H522
CCOC(=O)N1CCc2c(sc3nc4n(C)cnn4c(=O)c23)C1
    104	103	105	102	106	93	100	.	85
CC1=CSC2=NC3C(NN12)N(C)C(=O)N3C (centres undefined)
    .	108	104	113	99	101	101	113	104
C=CC(=O)OCc1ccccc1
    103	119	112	93	109	113	117	112	102
CSc1nc2c(nc(SC)n2-c2ccccc2)c(=O)[nH]1
    95	104	100	.	103	84	100	109	73
OCc1ccccc1
    109	105	116	104	101	109	92	122	104
FC(F)(F)c1cc(Br)ccc1Br
    109	122	95	94	127	103	105	94	89
CC1=CCC2C1CC=C(C)C(CC[C@H]1[C@@](C)(O)CCC3OC(C)(C)[C@H](O)CC[C@@]31C)C2(C)C (some centres undefined)
    76	77	80	103	85	91	75	102	43
Cc1cnc2ccccc2n1
    90	101	101	112	98	99	86	107	103
O=C(OCCN1CCN(CCOC(=O)C(Cl)(c2ccccc2)c2ccccc2)CC1)C(Cl)(c1ccccc1)c1ccccc1
    99	114	111	102	100	86	92	99	90
CCN(CC)CCCC(C)Nc1cnc(C(=O)Nc2cc(F)cc3cccnc23)cn1 (centres undefined)
    -25*!	-76*!	-22*!	0.1*!	12&67	26&98	49&85	-51*	-59*!
C=Cc1c(C)c2cc3[nH]c(cc4nc(cc5nc(cc1[nH]2)C(C)=C5CCC(=O)O)C(CCC(=O)O)=C4C)c(C)c3C=C
    96	90	78	83	105	91	96	113	109
CCC(C)[C@H](NC(=O)NC(=O)NC(=O)CI)C(=O)OC (some centres undefined)
    82	96	81	106	98	88	87	11	-87*
O=c1[nH]c(-c2ccc(F)cc2)cc2cc(F)ccc12
    92	54	88	92	79	69	77	91	73
COC(=O)/C=C(/CN1C(=O)CCC1=O)OC
    100	106	108	108	109	117	115	122	107
Nc1nonc1-c1nc2ccc(Cl)cc2[nH]1
    100	110	101	106	101	102	96	119	82
COc1ccc(NC(=O)COc2ccc(/C=C3/C(=O)Nc4ccc(Cl)cc43)cc2)cc1
    101	108	107	101	104	108	109	108	99
CC1CCCC/C1=N/NC(=O)c1ccccc1 (centres undefined)
    95	117	115	.	101	108	99	101	93
Nc1nn2c(-c3cc4ccccc4oc3=O)ccnc2c1N=Nc1ccc(Cl)cc1
    88	125	79	107	104	125	98	125	109
OCC1OC(OC2C(CO)OC(Sc3ccccc3)C(O)C2O)C(O)C(O)C1O (centres undefined)
    104	109	112	102	108	115	99	118	95
CCSc1nc2ccccc2c(=O)n1CCc1ccc(S(N)(=O)=O)cc1
    88	96	100	82	94	105	100	130	76
CC(=O)[C@@H]1CCC[C@H]1C
    109	103	115	103	106	95	108	115	.
CCOC(=O)NN(C(=O)OCC)c1c(C)cccc1C
    97	106	113	125	102	109	105	112	103
O=c1c(CNc2ccc(S(=O)(=O)Nc3nccs3)cc2)coc2ccccc12
    110	102	101	88	102	102	96	119	83
COc1ccc(/C=C2\NC(=S)NC2=O)cc1
    113	104	96	95	115	84	100	88	.
C[C@H](NC(=O)Nc1ccc2cc3ccc(NC(=O)N[C@@H](C)c4ccccc4)cc3nc2c1)c1ccccc1
    86	91	89	93	103	90	93	99	81
CC(=O)CC(=O)CC(=O)c1ccccc1
    97	107	106	99	104	110	97	108	88
COc1ccc(OC)c(-c2cc(-c3ccccc3)c(C#N)c(SCC(=O)c3ccc(Cl)cc3)n2)c1
    87	101	91	85	93	94	91	103	79
CCC12CCC[N+]3([O-])CCC4(C(=Nc5ccccc54)C(O)(C(=O)OC)C1)C23 (centres undefined)
    101	111	138	103	103	103	106	118	115
C#CCOc1cc(/C=N/Nc2nc(-c3ccc(Br)cc3)cs2)ccc1O
    51	71	90	95	73	91	86	87	59
CCC(Br)C(Br)CC(Br)C(Br)CC(Br)C(Br)CCCCCCCC(=O)O (centres undefined)
    104	102	97	92	106	97	97	100	.

Later entries.
Screens in order – NCI-H23	NCI-H460	IGROV1	NCI-H322M	NCI/ADR-RES	SK-OV-3	NCI-H226	COLO 205	NCI-H522
O=S(=O)(Nc1cc(F)cc(Cl)c1)c1ccc(-c2cnc(C3CC3)o2)cc1
    44	21	30	45	22	44	43	24	1.6*
NC(N)=N/N=C/c1ccc(O)c(S(=O)(=O)O)c1
    98	109	95	100	100	106	103	112	86
CCOC(=O)c1cc(C(=O)c2cc(OC)cc(OC)c2)n2ccc(-c3ccccn3)cc12
    89	88	94	97	98	84	95	128	83
Cc1ccc2nc(-c3nc4ccccc4[nH]3)c(Cl)cc2c1
    82	89	87	93	111	108	96	109	75
CC(=O)S[C@@H]1CC2=CC(=O)CC[C@]2(C)[C@H]2CC[C@@]3(C)[C@@H](CC[C@@]34CCC(=O)O4)[C@H]12
    107	100	95	97	113	98	98	102	93
CCCCC(CC)CCC(C)OC(=O)c1ccccc1Cl (centres undefined)
    100	105	113	105	107	109	102	105	114
Cc1cc(NC(=O)Nc2cccc3ccccc23)no1
    93	101	.	105	103	103	108	154	91
O=C1C2C3C=CC(C3)C2S(=O)(=O)C2C3C=CC(C3)C12 (centres undefined)
    106	112	108	100	114	103	106	112	93
O=C1OC(/C=C/c2ccccc2)=NC/1=C/c1ccccc1[N+](=O)[O-]
    106	103	80	85	96	101	93	98	.
O=C(CSc1nc2ccccc2c(=O)n1-c1ccc(Cl)c(Cl)c1)Nc1ccc(S(=O)(=O)Nc2ccc(Cl)nn2)cc1
    92	99	96	92	100	89	91	95	90
COC(=O)c1nc(N)nc(C(=O)OC)c1C(=O)c1ccc(N2CCN(c3ccc(C(=O)c4c(C(=O)OC)nc(N)nc4C(=O)OC)cc3)CC2)cc1
    107	111	122	116	115	98	111	106	103
O=C(Cn1nncc1CN1C(=O)CSC1=O)Nc1cccc(C(F)(F)F)c1
    102	102	105	105	107	95	103	103	98
COc1ccc2nc(NCc3ccccc3)c3sc4ccc(F)cc4c(=O)c3c2c1
    91	93	93	90	99	89	92	109	90
COc1ccccc1-c1cnc2[nH]c(-c3ccccc3)c(C#N)c(=O)n12
    74	75	60	89	95	74	100	95	66
Cn1ccc(=O)c(S(N)(=O)=O)c1
    96	102	124	108	95	126	108	117	96
O=C1CCCN1c1nc(-c2ccccc2)c(Br)s1
    83	103	99	84	90	85	85	118	86
CC(=O)/C(=C/n1c(=S)[nH]c2ccccc21)C(=O)Nc1ccccc1C
    97	109	104	106	102	100	97	99	98
COc1ccc(C(CC(=O)O)c2c(C)[nH][nH]c2=O)cc1 (centres undefined)
    101	106	105	103	109	107	105	111	97
CS/C(N)=N\S(=O)(=O)c1ccc(NC(C)=O)cc1
    101	111	102	111	109	108	92	104	87
COc1nc2c(c(=O)[nH]1)C(c1ccc(Oc3ccnc4cc(Cl)ccc34)c(OC)c1)C=C(c1cc(OC)c(OC)c(OC)c1)N2 (centres undefined)
    95	102	107	95	101	100	97	102	93
CC(=O)c1c(C)[nH]c2c1c(-c1cc(Cl)cc(Cl)c1O)nc1ccccc12
    96	103	94	96	88	97	98	108	64
CCCCCCCCC(=O)OC(CCC1CCCO1)CCC1CCCO1 (centres undefined)
    103	104	99	95	97	101	100	104	.
COc1cccc(-c2nc3sccn3c2-c2ccnc(NCCCNS(=O)(=O)c3ccc(Br)cc3)c2)c1
    74	67	57	78	50	81	61	68	74
COc1cc(C2=NNC3c4ccccc4N=C(C)N23)cc(OC)c1OC (centres undefined)
    .	100	95	101	101	100	91	.	.
O=c1sc2ncnc3ncn(c1=O)c32
    72	74	80	67	50	29	64	77	29
O=C(CCCN1CC=C(n2c(=O)[nH]c3ccccc32)CC1)c1ccc(F)cc1
    91&101	110&104	19&103	95&99	83&85	100&105	84&106	108&101	88&90
O=C(c1ccccc1)c1ccccc1
    97	104	126	122	104	108	106	108	88
O=C(CNc1c(Cl)cccc1Cl)Nc1ccccn1
    103	104	91	98	106	97	89	104	97
COc1ccc(-c2cc(-c3ccc(Nc4ncnc5cc(Cl)ccc45)cc3)nc(N3CCCC3)n2)cc1OC
    108	102	86	101	105	125	101	110	81
Cc1ccc(O)c(C(=O)c2ccccc2Cl)c1
    94	109	102	109	89	112	100	138	102

An excerpt from above in order of number of heavy atoms, low to high.
Screens in order – NCI-H23	NCI-H460	IGROV1	NCI-H322M	NCI/ADR-RES	SK-OV-3	NCI-H226	COLO 205	NCI-H522
O=C(c1ccccc1)c1ccccc1
    97	104	126	122	104	108	106	108	88
O=C(CNc1c(Cl)cccc1Cl)Nc1ccccn1
    103	104	91	98	106	97	89	104	97
O=C(CSc1nc2ccccc2c(=O)n1-c1ccc(Cl)c(Cl)c1)Nc1ccc(S(=O)(=O)Nc2ccc(Cl)nn2)cc1
    92	99	96	92	100	89	91	95	90

Next results follow:
Screens in order – NCI-H23	NCI-H460	IGROV1	NCI-H322M	NCI/ADR-RES	SK-OV-3	NCI-H226	COLO 205	NCI-H522
CO/N=C1\CC[C@]2(C)[C@H]3CC[C@@H]4[C@@H]([C@@](C)(O)CC/C=C/C(C)C)CC[C@@]4(C)[C@]3(C)CC[C@H]2C1(C)C
    58	69	106	93	90	87	77	65	74
CCN(CC)CCNC(=O)c1cc2ccccc2cc1O
    107	111	115	86	106	127	109	125	106
CCCCCCCCCCSC(=NCC)NCC
    92	105	104	106	92	99	96	115	94
COc1cccc(N=CNc2cccc(OC)c2)c1
    98	109	97	96	91	103	100	107	86
O=C(CBr)c1cccc([N+](=O)[O-])c1
    102	108	98	96	106	108	106	112	74
C=CCOP(=O)(OCC=C)C(=C)C
    115	108	.	.	110	110	95	118	.
O=C1c2ccccc2C(=O)N1Cc1cc(Br)ccc1O
    101	97	105	97	105	110	101	110	100
CC(C)N=C(N)/N=C(/N)Nc1ccc(Cl)cc1
    91	99	56	90	97	84	87	86	72
ClC1=CN(C2=NCCC2)CC1
    109	105	116	108	118	114	.	115	99
CS(=O)(=O)c1cccc(-c2c(-c3cccc(OS(N)(=O)=O)c3)nc3sccn23)c1
    108	105	98	98	103	121	93	117	97
COc1cccc(C2C3=C(COC3=O)N(CCO)c3cc4c(cc32)CCC4)c1 (centres undefined)
    .	1.4*	8.4*	30	-43*	21	13	-78*	-50*

Taken from the listing, 2 compounds:
Screens in order – NCI-H23	NCI-H460	IGROV1	NCI-H322M	NCI/ADR-RES	SK-OV-3	NCI-H226	COLO 205	NCI-H522
CS(=O)(=O)c1cccc(-c2c(-c3cccc(OS(N)(=O)=O)c3)nc3sccn23)c1
    108	105	98	98	103	121	93	117	97
COc1cccc(C2C3=C(COC3=O)N(CCO)c3cc4c(cc32)CCC4)c1 (centres undefined)
    .	1.4*	8.4*	30	-43*	21	13	-78*	-50*

Profiles, looked up by structure:
Listed for CCC12CCC[N+]3([O-])CCC4(C(=Nc5ccccc54)C(O)(C(=O)OC)C1)C23 (centres undefined) → NCI-H23: 101; NCI-H460: 111; IGROV1: 138; NCI-H322M: 103; NCI/ADR-RES: 103; SK-OV-3: 103; NCI-H226: 106; COLO 205: 118; NCI-H522: 115
Listed for CCOC(=O)N1CCc2c(sc3nc4n(C)cnn4c(=O)c23)C1 → NCI-H23: 104; NCI-H460: 103; IGROV1: 105; NCI-H322M: 102; NCI/ADR-RES: 106; SK-OV-3: 93; NCI-H226: 100; COLO 205: .; NCI-H522: 85
